Bioassay records: PubChem, several laboratories
ER stress rescue – rescue of cells from ER stress-induced death, primary screen, 384-well, CSM14.1, thapsigargin, ATP luminescence (AID 1222); 190,000 tested, under 10 active; CSM14.1 thapsigargin-induced death rescue, ATP luminescence; higher % means a stronger effect; cellular ATP content (survival), % at 20 µM; hits with a dose series show EC50 in µM;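 active = EC50 below 50 µM in the dose-response confirmation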;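 note: death triggered by thapsigargin at about 15 µM added after 2 h compound pretreatment; cell ATP read after overnight thapsigargin exposure of roughly 18 to 22 hours; normalized against plate controls of thapsigargin alone and 5% DMSO vehicle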
Insulin prom up – insulin promoter activators in MIN6 cells, imaging, high-content screening, mouse beta cells | MIN6 insulin promoter-GFP reporter; active compounds read high | z-score at 5 µM | hit rate 0.3% among 190,000;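 active = z-score above 3 at 5 µM with at least 500 cells counted in the well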
P. falciparum M17LAP – P. falciparum M17LAP inhibitors, primary screen, biochemical, fluorogenic H-Leu-NHMec substrate, 1536-well (AID 1619). inhibition, % at 30 µM, or IC50 in µM where a hit was titrated. recombinant M17LAP, H-Leu-NHMec fluorogenic kinetic assay; higher % means a stronger effect. hit rate 0.38% among 220,000. Leucine aminopeptidase (Plasmodium falciparum (isolate 3D7));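 active = compound inhibiting the enzyme by more than half at any dose during confirmatory dose-response retesting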;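 note: plate controls were full reaction with DMSO carrier for no effect and no enzyme background for full effect; strong numbers were not always called active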
Yfh1-off respiration – enhancers of respiration in Yfh1-depleted yeast, dose response, Friedreich's ataxia, plus single-dose screen (AID 1465). S. cerevisiae Yfh1-off respiration, WST-1 reduction, 72 h; higher fold induction means a stronger effect. fold induction at 50 µM; hits with a dose series show EC50 in µM. hit rate 0.074% among 220,000;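 active = fold induction of absorbance versus untreated yeast above a set limit, then at least 30% activation at any dose in follow-up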;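 note: activators that raise dye reduction in frataxin-depleted yeast; strong numbers were not always called active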
M1AAP inhibition – P. falciparum M1AAP inhibitors, biochemical, fluorogenic H-Leu-NHMec substrate, 1536-well (AID 1445); one-dose inhibition, % at 30 µM; IC50 in µM for titrated hits; hit rate 0.42% among 220,000; Aminopeptidase N (Plasmodium falciparum (isolate 3D7)); recombinant M1AAP, H-Leu-NHMec fluorogenic kinetic assay; higher % means a stronger effect;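 active = primary inhibition above the hit cutoff, then over 50% inhibition at one or more dose response concentrations, cut at about 23% in these data, passing the limit was not always enough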;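 note: plate controls were DMSO full reaction for no effect and no enzyme background for full effect; strong numbers were not always called active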
Autophagy mod – autophagy modulators in MEF cells, primary screen, imaging, high-content, MEF GFP-LC3; MEF GFP-LC3 puncta imaging; test concentration mostly 10 µM; calls only at 10 µM (by protocol); hit rate 0.98% among 190,000;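 active = percentage of spot-positive cells more than 3 SD above its plate mean, without a fluorescence outlier flag or 80% toxicity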;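 note: spot-positive cell cutoff set from DMSO-treated cells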
Dynein cargo inh – inhibitors of GR-EGFP nuclear translocation, primary screen, dynein cargo transport inhibitor project, imaging, high-content, 3617.4 mouse cells | hit rate 0.47% among 220,000 | z-score, hits read low | test concentration mostly 20 µM; stimulated with dexamethasone, 1 µM; active compounds read low;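 active = plate z-score of nuclear minus cytoplasmic receptor signal below a set negative limit, without overly bright fluorescence or cell loss, cut at about -3.5 in these data, passing the limit was not always enough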;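 note: z-score of nuclear minus cytoplasmic ring GR-EGFP intensity difference per well; some compounds called inactive have numbers as strong as hits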
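Medium: Induction medium lacking tetracycline, stripped serum | Probe or stimulus: 1.0 µM final dexamethasone stimulus | Schedule: 48 h induction, then 1 h compound, then 30 min agonist, 37 °C | Signal: Automated 10x imaging of fixed Hoechst-stained cells | Evaluation: Per-cell GR-EGFP intensity, nucleus versus surrounding cytoplasmic ring, well-averaged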
Hep lipid drop – inhibitors of hepatocyte lipid droplet formation, primary screen, imaging, high-throughput imaging, BODIPY stain | inhibition, % at 6.5 µM | AML12 mouse hepatocytes, oleate lipid droplets | hit rate 0.4% among 240,000 | AID 1656, 2009;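 active = lipid droplet intensity inhibited by at least 50%, with more than 500 cells counted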
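material = mouse AML12 hepatocyte cell line, fixed after treatment | also added = 100 µM oleic acid challenge | doses = compound at 6.5 µM only | schedule = overnight exposure | technique = Image-based BODIPY and DAPI two-channel analysis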
MT stabilize HCS – microtubule stabilizers in HeLa cells, primary screen, imaging, high-content imaging. HeLa tubulin immunostaining HCS, 24 h; share of cells brighter than vehicle mean+2SD. % tubulin-high responders, % at 10 µM. hit rate 0.83% among 200,000;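 active = plate Z-score above 3 for both tubulin-high and condensed-nucleus cell shares, with cell loss under 80%, at 10 µM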;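 note: anti alpha tubulin signal scored within the nucleus-defined area of each cell; some results filed as inactive read as strong as hits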
Dynein cargo inh cytoplasmic EGFP – recorded beside Dynein cargo inh, whose call it bears; z-score; measured here: cytoplasmic GR-EGFP intensity; active compounds read high
Dynein cargo inh nuclear GR-EGFP – also measured in Dynein cargo inh; calls as there; z-score; measured here: nuclear GR-EGFP intensity;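 lower value marks the stronger effect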
Dynein cargo inh cell count – also measured in Dynein cargo inh; calls as there; z-score; measured here: cell count per field
Insulin prom up cell count – also measured in Insulin prom up; calls as there; cell count; measured here: cytotoxicity, nuclei count;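 total cells summed across four imaged fields per well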
Hep lipid drop cells 6.5 µM – further read-out of Hep lipid drop, marked with its call; cell count; measured here: cell count, cytotoxicity flag;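 cells counted across two imaged fields per well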
MT stabilize HCS Hoechst-high % – recorded beside MT stabilize HCS, whose call it bears; % Hoechst-high responders; measured here: nuclear condensation Hoechst responders;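 share of cells brighter than vehicle mean plus two SD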
MT stabilize HCS cytotoxicity % – second read-out of MT stabilize HCS, no call of its own (marks repeat the call); toxicity, %; measured here: cytotoxicity by cell density;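 0% = mean cell density of plate MIN control wells and 100% = no cells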
Autophagy mod cell loss 18 h – further read-out of Autophagy mod, marked with its call; toxicity, %; measured here: cell loss, nuclei count;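 cell loss after 18 h compound exposure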
Active calls of the source: *.

What do the screens show for `CCOC(=O)c1cc(-c2cccnc2)nn1-c1ccccn1`?
ER stress rescue: 1.1%; Insulin prom up: 0.45; P. falciparum M17LAP: 11%; Yfh1-off respiration: inactive; M1AAP inhibition: 0%; Autophagy mod: inactive; Dynein cargo inh: -0.19; MT stabilize HCS: 1.6; Dynein cargo inh cytoplasmic EGFP: -0.14; Dynein cargo inh nuclear GR-EGFP: -0.26; Dynein cargo inh cell count: 0.56; Insulin prom up cell count: 1165; MT stabilize HCS Hoechst-high %: 1.9; MT stabilize HCS cytotoxicity %: 4.4; Autophagy mod cell loss 18 h: 0

Results for CN1C(=O)NC(c2ccccc2)C2=C1CN(Cc1ccccc1)C2=O (centres undefined) ?
Yfh1-off respiration: inactive; Autophagy mod: inactive; Dynein cargo inh: 1.4; MT stabilize HCS: 3.2; Dynein cargo inh cytoplasmic EGFP: -0.13; Dynein cargo inh nuclear GR-EGFP: -0.28; Dynein cargo inh cell count: -0.21; MT stabilize HCS Hoechst-high %: 1.8; MT stabilize HCS cytotoxicity %: 8.7; Autophagy mod cell loss 18 h: -2

How did O=[N+]([O-])c1cccnc1NCCc1ccccc1 do in these assays?
ER stress rescue: -0.4%; Insulin prom up: -0.45; P. falciparum M17LAP: -6%; Yfh1-off respiration: inactive; M1AAP inhibition: 2%; Autophagy mod: inactive; Dynein cargo inh: -0.75; Hep lipid drop: -5; MT stabilize HCS: 3.8; Dynein cargo inh cytoplasmic EGFP: -0.25; Dynein cargo inh nuclear GR-EGFP: -0.24; Dynein cargo inh cell count: 0.82; Insulin prom up cell count: 1436; Hep lipid drop cells 6.5 µM: 678; MT stabilize HCS Hoechst-high %: 2.5; MT stabilize HCS cytotoxicity %: 6.0; Autophagy mod cell loss 18 h: -3

Results for O=C(NCc1ccccc1)c1cc(=O)[nH]c2ccccc12 ?
ER stress rescue: -1.5%; P. falciparum M17LAP: -3%; Yfh1-off respiration: inactive; M1AAP inhibition: 1%; Autophagy mod: inactive; Dynein cargo inh: 0.01; Hep lipid drop: 19; MT stabilize HCS: 1.7; Dynein cargo inh cytoplasmic EGFP: 0.11; Dynein cargo inh nuclear GR-EGFP: -0.19; Dynein cargo inh cell count: 0.38; Hep lipid drop cells 6.5 µM: 802; MT stabilize HCS Hoechst-high %: 2.0; MT stabilize HCS cytotoxicity %: 9.4; Autophagy mod cell loss 18 h: 0

What do the screens show for `COc1ccc(/C=N/n2c(N)nc(-c3ccccc3)c2-c2ccccc2)cc1`?
ER stress rescue: 2.5%; Insulin prom up: -2.1; P. falciparum M17LAP: 8%; Yfh1-off respiration: inactive; M1AAP inhibition: 16%; Autophagy mod: inactive; Dynein cargo inh: -0.48; MT stabilize HCS: 1.6; Dynein cargo inh cytoplasmic EGFP: -0.17; Dynein cargo inh nuclear GR-EGFP: 0.19; Dynein cargo inh cell count: -0.073; Insulin prom up cell count: 593; MT stabilize HCS Hoechst-high %: 1.0; MT stabilize HCS cytotoxicity %: 1.7; Autophagy mod cell loss 18 h: -3

How did Cc1c(N(C(=O)CNC(=O)c2ccccc2)C2(C(=O)NC3CCCCC3)CCCCC2)c(=O)n(-c2ccccc2)n1C do in these assays?
ER stress rescue: -1.4%; Insulin prom up: -0.27; P. falciparum M17LAP: -1%; Yfh1-off respiration: inactive; M1AAP inhibition: 4%; Autophagy mod: inactive; Dynein cargo inh: 0.28; Hep lipid drop: 7; MT stabilize HCS: 1.1; Dynein cargo inh cytoplasmic EGFP: -0.25; Dynein cargo inh nuclear GR-EGFP: 0.16; Dynein cargo inh cell count: -0.12; Insulin prom up cell count: 1304; Hep lipid drop cells 6.5 µM: 722; MT stabilize HCS Hoechst-high %: 2.3; MT stabilize HCS cytotoxicity %: 7.8; Autophagy mod cell loss 18 h: 10

How did Cc1cc(NS(=O)(=O)c2ccc(NC(=S)NC(=O)c3ccc(Cl)cc3Cl)cc2)no1 do in these assays?
ER stress rescue: -0.4%; Insulin prom up: 0.15; P. falciparum M17LAP: 17%; Yfh1-off respiration: inactive; M1AAP inhibition: 9%; Autophagy mod: inactive; Dynein cargo inh: 0.21; Hep lipid drop: 0; MT stabilize HCS: 2.1; Dynein cargo inh cytoplasmic EGFP: 0.047; Dynein cargo inh nuclear GR-EGFP: 0.36; Dynein cargo inh cell count: -1.1; Insulin prom up cell count: 1667; Hep lipid drop cells 6.5 µM: 648; MT stabilize HCS Hoechst-high %: 1.9; MT stabilize HCS cytotoxicity %: 7.7; Autophagy mod cell loss 18 h: 11

Results for COc1ccc(OC)c(C2C(C(C)=O)=C(O)C(=O)N2CCc2ccc(OC)c(OC)c2)c1 (centres undefined) ?
ER stress rescue: -0.1%; Insulin prom up: -0.1; P. falciparum M17LAP: 29%; Yfh1-off respiration: inactive; M1AAP inhibition: 4%; Autophagy mod: inactive; Dynein cargo inh: 0.55; Hep lipid drop: 17; MT stabilize HCS: 4.1; Dynein cargo inh cytoplasmic EGFP: -0.21; Dynein cargo inh nuclear GR-EGFP: 0.17; Dynein cargo inh cell count: 0.9; Insulin prom up cell count: 1209; Hep lipid drop cells 6.5 µM: 776; MT stabilize HCS Hoechst-high %: 2.4; MT stabilize HCS cytotoxicity %: 6.9; Autophagy mod cell loss 18 h: -4

Results for Fc1ccc(/C=N/N2CCOCC2)c(F)c1 ?
ER stress rescue: 0.0%; Insulin prom up: 0.16; P. falciparum M17LAP: -7%; Yfh1-off respiration: inactive; M1AAP inhibition: 1%; Autophagy mod: inactive; Dynein cargo inh: -0.09; Hep lipid drop: -6; MT stabilize HCS: 5.1; Dynein cargo inh cytoplasmic EGFP: -0.3; Dynein cargo inh nuclear GR-EGFP: 0.28; Dynein cargo inh cell count: 0.9; Insulin prom up cell count: 1245; Hep lipid drop cells 6.5 µM: 653; MT stabilize HCS Hoechst-high %: 2.2; MT stabilize HCS cytotoxicity %: 6.8; Autophagy mod cell loss 18 h: 12

What do the screens show for `O=C(C1CCC(=O)N1Cc1ccccc1Cl)N1CCN(c2ccc(F)cc2)CC1` (centres undefined)?
ER stress rescue: 4.1%; Insulin prom up: 0.35; P. falciparum M17LAP: -3%; Yfh1-off respiration: inactive; M1AAP inhibition: 3%; Autophagy mod: inactive; Dynein cargo inh: 0.3; MT stabilize HCS: 2.3; Dynein cargo inh cytoplasmic EGFP: -0.1; Dynein cargo inh nuclear GR-EGFP: -0.045; Dynein cargo inh cell count: -0.079; Insulin prom up cell count: 1521; MT stabilize HCS Hoechst-high %: 1.5; MT stabilize HCS cytotoxicity %: 7.1; Autophagy mod cell loss 18 h: 2

What do the screens show for `Cc1ccc2[nH]c(=O)c(CN(Cc3cccnc3)C(=S)NCCCN(C)C)cc2c1`?
ER stress rescue: -2.8%; Insulin prom up: -0.1; P. falciparum M17LAP: 10%; Yfh1-off respiration: inactive; M1AAP inhibition: 15%; Autophagy mod: inactive; Dynein cargo inh: 0.51; Hep lipid drop: 12; MT stabilize HCS: 6.4; Dynein cargo inh cytoplasmic EGFP: -0.14; Dynein cargo inh nuclear GR-EGFP: 0.64; Dynein cargo inh cell count: -1.1; Insulin prom up cell count: 1450; Hep lipid drop cells 6.5 µM: 657; MT stabilize HCS Hoechst-high %: 3.3; MT stabilize HCS cytotoxicity %: 6.2; Autophagy mod cell loss 18 h: 2

What do the screens show for `O=C(CSc1ncnc2ccccc12)NCC(=O)c1ccccc1`?
ER stress rescue: 0.0%; P. falciparum M17LAP: -5%; Yfh1-off respiration: inactive; M1AAP inhibition: 5%; Autophagy mod: inactive; Dynein cargo inh: -0.66; Hep lipid drop: 17; MT stabilize HCS: 2.8; Dynein cargo inh cytoplasmic EGFP: -0.27; Dynein cargo inh nuclear GR-EGFP: -0.33; Dynein cargo inh cell count: 1.3; Hep lipid drop cells 6.5 µM: 700; MT stabilize HCS Hoechst-high %: 3.5; MT stabilize HCS cytotoxicity %: 6.1; Autophagy mod cell loss 18 h: -2

Results for Cc1cccc(C(=O)NCCc2ccc(S(N)(=O)=O)cc2)c1[N+](=O)[O-] ?
ER stress rescue: -1.0%; Insulin prom up: -0.47; P. falciparum M17LAP: -3%; Yfh1-off respiration: inactive; M1AAP inhibition: 5%; Autophagy mod: inactive; Dynein cargo inh: 2; Hep lipid drop: 3; MT stabilize HCS: 1.5; Dynein cargo inh cytoplasmic EGFP: -0.12; Dynein cargo inh nuclear GR-EGFP: 2.2; Dynein cargo inh cell count: -3.3; Insulin prom up cell count: 1484; Hep lipid drop cells 6.5 µM: 587; MT stabilize HCS Hoechst-high %: 1.5; MT stabilize HCS cytotoxicity %: 2.5; Autophagy mod cell loss 18 h: -13

How did COc1cccc(C(=O)Nc2ccc(N3CCN(S(C)(=O)=O)CC3)cc2)c1 do in these assays?
ER stress rescue: -1.5%; Insulin prom up: -0.26; P. falciparum M17LAP: 0%; Yfh1-off respiration: inactive; M1AAP inhibition: 0%; Autophagy mod: inactive; Dynein cargo inh: -0.7; Hep lipid drop: 5; MT stabilize HCS: 2.0; Dynein cargo inh cytoplasmic EGFP: -0.3; Dynein cargo inh nuclear GR-EGFP: -0.21; Dynein cargo inh cell count: 0.57; Insulin prom up cell count: 896; Hep lipid drop cells 6.5 µM: 768; MT stabilize HCS Hoechst-high %: 2.4; MT stabilize HCS cytotoxicity %: 7.1; Autophagy mod cell loss 18 h: -10
